# Screening results (PubChem)
# Myeloid diff 2 – promotes myeloid progenitor differentiation | ER-HoxA9 myeloid progenitors, lysozyme-GFP differentiation, flow cytometry | calls only at 10 µM | 360,000 tested, 1% active | AID 624256;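 active means normalized GFP-positive differentiation at or above the plate's own cutoff, the solvent-only control mean plus 3 SD; inconclusive means no clear call, values can overlap the other calls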;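 further: cells exposed to compound for four days before flow analysis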
# MgcRacGAP inhibition – MgcRacGAP GTPase-activating activity inhibitors, confirmation, biochemical, ADP Hunter fluorescence | AID 624330 | inhibition, % at 30 µM, or IC50 in µM where a hit was titrated | 340,000 tested, 0.6% active | MgcRacGAP-stimulated Rac1 GTP hydrolysis, ADP Hunter fluorescence; higher % means a stronger effect; GST-tagged Rac1 F28L mutant substrate;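 active means first-screen hits whose inhibition reached a set limit at any dose in the follow-up dose series; inconclusive means inhibition above the set first-screen limit but never retested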;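 further: fluorescence reports GDP produced by GAP-driven GTP hydrolysis; strong numbers were not always called active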
# WT yeast gro inh – growth inhibition of WT yeast, mitochondrial fusion screen | inhibition, % at 10 µM | mitochondrial fusion phenotypic screen, WT strain | 190,000 tested, 2.1% active | AID 1362; in the data active means inhibition above about 58%; tested in S. cerevisiae
# T cell HTS – T cell immune modulators affecting CD8 T cell-vesicle binding. 330,000 tested, 0.068% active. calls only at 7 µM. 2C CD8+ T cell-vesicle binding, flow cytometry; stronger effect = lower value;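 active means response, share of CD8 T cells binding vesicles, and their 90th percentile fluorescence all below set limits, cut at about 80% in these data, passing the limit was not always enough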
#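 Assay system – 2C mouse CD8+ T cells · Also added – QL9-loaded Drosophila micro-vesicles · Timing – Cell–vesicle co-incubation 1.5 h at 37 °C, staining 20 min on ice · Signal – flow cytometry of vesicle-bound cells · Measure – percent CD8+ FL2 mean versus row control · Controls – Peptide-free naked vesicles (low) and QL9 vesicles with 0.7% DMSO vehicle (high)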
# PhoP inhibition – PhoP-dependent GFP reporter repression – Salmonella Typhimurium, primary screen (AID 1863); 300,000 tested, 0.16% active; one-dose inhibition, % at 50 µM; IC50 in µM for titrated hits; S. Typhimurium PhoP-regulated promoter GFP reporter, 4 h; higher % means a stronger effect;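 active means inhibition over 29.93%, a cutoff 3 SD above the screen mean, later confirmed by dose response; inconclusive means inhibition over 29.93% but no dose response follow-up; inactive means inhibition at most 29.93% or unconfirmed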;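 further: 0% = low Mg2+ inducing control and 100% = high Mg2+ repressing control; strong numbers were not always called active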
# RSV CPE inhibition – inhibition of RSV-induced cytopathic effect – HEp-2 cells, primary 10 µM value included (AID 2391); 310,000 tested, 0.13% active; CPE inhibition, % at 10 µM; hits with a dose series show IC50 in µM; HEp-2 cells, RSV-induced CPE inhibition; higher % means a stronger effect; in the data active means a potency from the dose series; inconclusive means CPE inhibition mostly from about 23% at the one dose, without a potency; inactive means the rest, 99 in 100 with CPE inhibition below about 21%; further: strong numbers were not always called active
# Large T inhibition – SV40 large T antigen inhibitors, biochemical (AID 1903). SV40 large T antigen ATPase/helicase inhibition assay; higher % means a stronger effect. one-dose inhibition, % at 20 µM; IC50 in µM for titrated hits. 310,000 tested, 0.39% active; in the data active means a potency from the dose series; inconclusive means inhibition mostly from about 32% at the one dose, without a potency; inactive means the rest, 99 in 100 with inhibition below about 32%; further: strong numbers were not always called active
# West Nile virus CPE – inhibition of WNV-induced cytopathic effect – cell-based, CPE readout (AID 1621); West Nile virus-infected cells, CPE inhibition; higher % means a stronger effect; one-dose CPE inhibition, % at 10 µM; IC50 in µM for titrated hits; 290,000 tested, 0.02% active; in the data active means a potency from the dose series; inconclusive means CPE inhibition mostly from about 3.7% at the one dose, without a potency; inactive means the rest, 99 in 100 with CPE inhibition below about 2.2%; further: strong numbers were not always called active
# bCat nuc transl – beta-catenin nuclear translocation modulation | HeLa beta-catenin nuclear translocation, immunofluorescence imaging | nuclear translocation activity, % at 5 µM | 190,000 tested, 0.3% active | AID 1665;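 active means nuclear translocation activity above 50% at 5 µM, with a well cell count of 50 or more; inconclusive means wells under 50 cells across six images, flagged as toxic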;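 further: per-cell ratio of nuclear to cytoplasmic median beta-catenin stain intensity; plate controls were DMSO negative control for no effect and GSK-3 inhibitor IX positive control for full effect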
#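 Test system: human HeLa cell line; Doses: 5 µM primary, 0.02–20 µM confirmation; Incubation: 24 h compound exposure, 37°C; Detection: beta-catenin immunofluorescence imaging with DAPI; Read-out: beta-catenin nuclear/cytoplasmic ratio, % activation.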
# WT yeast gro inh mutant strain – second read-out of WT yeast gro inh, no call of its own (marks repeat the call); inhibition, %; mitochondrial fusion phenotypic screen, mutant strain inhibition
# bCat nuc transl cell count 5 µM – recorded beside bCat nuc transl, whose call it bears; cell count; measured here: cell count, cytotoxicity flag
# T cell HTS vesicle-bound % – also measured in T cell HTS; calls as there; double positive events, %; measured here: CD8+ vesicle-bound cell fraction;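 binding gate set so that unloaded-vesicle control wells show 10% double positive cells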
# Myeloid diff 2 GFP+ MAC1+ % – also measured in Myeloid diff 2; calls as there; GFP+ MAC1+ double positive, %; measured here: differentiation confirmed by MAC1 staining
# * = called active by the depositor; i = inactive; ? = inconclusive; · = no result given.
# Each structure is followed by: Myeloid diff 2	Myeloid diff 2 GFP+ MAC1+ %	MgcRacGAP inhibition	WT yeast gro inh	WT yeast gro inh mutant strain	T cell HTS	T cell HTS vesicle-bound %	PhoP inhibition	RSV CPE inhibition	Large T inhibition	West Nile virus CPE	bCat nuc transl	bCat nuc transl cell count 5 µM
C=CCNC(=O)C(=O)NCC(c1ccc2c(c1)OCO2)N1CCN(c2ccc(F)cc2)CC1 (centres undefined)
 : i	3.7	11.5%	·	·	i	40.0	-7.1%	0.9%	8.1%	-0.2%	·	·
CCN(CC(=O)NCc1cccs1)C(=O)COc1ccccc1C#N
 : i	0.4	2.7%	·	·	i	37.2	·	1.9%	·	·	·	·
O=C(Nc1cccc(F)c1)Nc1ccc(Cl)cn1
 : i	0.5	0.1%	·	·	i	58.4	2.3%	2.2%	5.2%	-0.9%	·	·
COC(=O)c1ccc(C2/C(=C(\O)c3ccc(OC)c(C)c3)C(=O)C(=O)N2c2cc(C)on2)cc1 (centres undefined)
 : i	0.3	3.6%	-6.8	9.6	i	43.3	-6.7%	1.7%	4.5%	0.6%	1.1	1083
CCOC(=O)C1=C(CSc2nccn2C)NC(=O)NC1c1ccc(OC)cc1 (centres undefined)
 : i	1.2	9.0%	-5.4	-7.4	i	29.5	10.9%	-1.2%	7.3%	-0.9%	-2.4	1047
COc1ccc(N(C(=O)c2cccnc2)S(=O)(=O)c2ccccc2)cc1
 : i	0.4	0.3%	21.0	8.4	i	30.2	20.1%	1.0%	-7.6%	-1.5%	-4.0	1073
CCCOCCOC(=O)c1[nH]c2c(c1C)C(=O)CC(c1cc(OC)ccc1OC)C2 (centres undefined)
 : ?	·	5.7%	6.8	2.6	i	56.1	5.7%	2.4%	-0.6%	0.3%	3.9	1112
O=C1CC(c2ccccc2)CC(O)=C1C=NCc1ccccc1 (centres undefined)
 : i	5.6	4.8%	-12.7	3.0	i	7.3	-5.8%	1.4%	0.5%	-0.1%	0.8	1405
CCCCOCCCNC(=S)Nc1ccc(S(=O)(=O)N2CCOCC2)cc1
 : i	0.5	9.0%	·	·	i	48.1	-8.2%	?	12.9%	-0.8%	-0.1	1294
Cc1ccc(NC(=O)C2CC(Cl)=CCC2C(=O)O)c([N+](=O)[O-])c1 (centres undefined)
 : i	0.2	-3.3%	-10.2	-11.7	i	30.5	·	0.0%	·	0.8%	1.1	1012
CN(CC(=O)NCCc1ccc(S(N)(=O)=O)cc1)c1ccccc1
 : i	0.6	7.9%	14.1	-5.9	i	14.3	8.8%	2.2%	8.2%	1.1%	-3.3	1031
CCC(=O)N1CCCc2cc(S(=O)(=O)CCC(=O)Nc3ccccc3C)ccc21
 : i	2.0	7.9%	·	·	i	8.1	3.4%	1.5%	5.5%	-0.3%	·	·
CCCCn1c(N)c(N(CC(C)C)C(=O)CCNC(=O)c2ccc(Cl)cc2)c(=O)[nH]c1=O
 : i	0.7	4.9%	·	·	i	33.3	-8.8%	-2.1%	20.4%	·	·	·
CC1(C)Cc2ccccc2-c2nnc(SCc3ccccc3)n21
 : i	6.3	5.4%	9.3	-4.3	i	27.8	-6.0%	3.0%	-1.1%	-0.2%	-0.8	1176
Cc1ccc(/C=N\NC(=O)/C(=C\Nc2nccc(C)n2)NC(=O)c2ccccc2)cc1
 : i	0.8	11.1%	·	·	i	34.9	-4.1%	1.0%	16.3%	-0.1%	1.0	1315
O=P(CCCCCCCCCP(=O)(c1ccccc1)c1ccccc1)(c1ccccc1)c1ccccc1
 : i	0.4	10.8%	15.8	17.5	i	27.0	6.1%	-1.8%	20.3%	2.7%	0.8	1062
Cc1cc(C(C)(C)C)ccc1OCCCCN1CCCC1
 : i	0.9	15.8%	17.3	25.3	i	16.3	-7.8%	1.1%	7.6%	-2.4%	7.7	518
Nc1nc(SCc2ccc(Cl)cc2Cl)ns1
 : i	0.9	10.4%	62.8	63.0	i	37.3	7.5%	11.0%	19.1%	0.2%	-2.0	558
Cc1cccc(NC(=O)c2sc(-c3ccccc3)nc2-c2ccc([N+](=O)[O-])cc2)c1
 : i	0.4	10.7%	2.5	-6.5	i	44.3	-15.5%	5.2%	6.0%	-1.1%	·	·
COc1cc2c(cc1NC(=O)CSc1nnc(Cc3cccs3)n1Cc1ccco1)oc1ccccc12
 : i	4.9	9.5%	8.9	11.6	i	13.9	-7.9%	3.2%	1.9%	0.3%	·	·
COc1ccc(-c2cn(Cc3ccc(C)cc3)nn2)cc1
 : i	1.3	5.0%	·	·	i	15.6	10.7%	-0.3%	5.4%	-0.2%	·	·
COc1ccc(Cc2c(O)nc(SC)n(C(C)=O)c2=O)cc1
 : i	1.0	7.7%	-29.8	-19.4	i	9.6	-5.1%	-0.1%	14.7%	0.5%	-5.5	1193
COc1ccc(CNC(=O)C2CCCN2C)cc1OC (centres undefined)
 : i	0.6	8.0%	·	·	i	38.0	-1.6%	0.9%	20.1%	0.1%	-0.4	1361
CC(=O)c1c(CC(=O)O)[nH]n(-c2nc3ccccc3s2)c1=O
 : i	1.1	5.9%	·	·	i	9.7	-13.2%	0.6%	3.6%	-1.0%	-14.0	980
O=C(CCN1C(=O)c2ccccc2C1=O)NC1=NCCS1
 : i	0.8	3.9%	18.4	13.4	i	51.9	1.2%	2.0%	6.2%	2.0%	-0.9	1091
O=C(COC(=O)C1CC1)Nc1ccc([N+](=O)[O-])cc1C(F)(F)F
 : i	0.6	-2.5%	·	·	i	39.3	·	0.4%	·	·	·	·
COc1ccc(SCCN2CCN(C)CCC2=O)cc1
 : i	1.2	12.7%	·	·	·	·	-3.2%	·	·	0.5%	0.9	1301
NS(=O)(=O)c1ccc(CCn2c(=S)[nH]c3ccccc3c2=O)cc1
 : i	0.1	7.5%	·	·	i	7.9	-7.8%	0.1%	14.1%	2.5%	0.6	1157
O=C(CSc1nnc(-c2c[nH]c3ccccc23)o1)N1c2ccccc2CCc2ccccc21
 : ?	·	6.5%	8.5	-12.0	i	41.7	0.8%	12.5%	·	-0.5%	7.4	1425
CCCCN(C)C(=O)c1nc2ccccn2c1CNC1CCC1
 : i	0.2	3.8%	-2.2	11.3	i	38.4	1.4%	0.1%	4.6%	0.8%	0.8	1640
Cc1cccc(NC(=O)c2nc[nH]c2C(=O)NCC(=O)OCc2ccccc2)c1
 : i	0.7	3.3%	·	·	i	24.9	1.7%	3.1%	0.7%	1.1%	-0.1	1315
CCOC(=O)Cc1csc(NC(=O)CSc2nnc(-c3cccnc3)n2Cc2ccco2)n1
 : i	1.4	7.1%	-2.6	2.9	i	23.8	-7.1%	3.2%	8.6%	-0.1%	-12.5	447
O=C(COC(=O)c1cc(F)c(F)cc1Cl)NC1CC1
 : i	0.1	6.1%	-7.2	-26.6	i	60.8	-8.8%	0.7%	-10.5%	0.0%	0.4	1119
COC(=O)CC1=C(C(=O)OC)C(c2ccc3c(c2Cl)OCO3)C(C#N)=C(N)O1 (centres undefined)
 : i	10.4	-9.8%	-6.6	-1.4	i	5.7	8.1%	1.4%	-7.9%	-0.1%	·	·
COc1ccc(C(=O)NC2CCN(S(=O)(=O)Cc3ccccc3)CC2)c(OC)c1
 : i	0.0	7.6%	19.6	17.4	i	4.0	-3.1%	-0.1%	6.4%	0.2%	-2.2	1213
CCOC(=O)Cc1csc(NC(=O)c2c(C)noc2C)n1
 : i	1.0	7.9%	·	·	i	9.4	-2.2%	8.7%	23.9%	0.1%	·	·
CCCCCCn1c(SCC(=O)c2c(N)n(C)c(=O)n(C)c2=O)nc2ccccc21
 : i	1.3	13.7%	0.1	3.4	i	6.5	5.6%	-2.5%	6.6%	-0.2%	-9.1	1196
CCOC(=O)c1[nH]cnc1C(=O)N1CCN(C(=O)OC(C)(C)C)CC1
 : i	0.5	-22.7%	·	·	i	35.7	·	0.7%	·	·	·	·
O=C(CN1CCN(Cc2ccccc2)CC1)N/N=C/C=C/c1ccccc1[N+](=O)[O-]
 : i	0.3	0.1%	11.8	14.3	i	43.3	5.6%	2.9%	13.4%	·	-0.3	915
NC(=O)c1ccc2c(=O)n3c(-c4cccs4)csc3nc2c1
 : i	0.4	7.7%	·	·	i	39.9	-9.3%	1.8%	18.5%	0.4%	0.1	1338
CCOc1ccc2nc(C(C)O)[nH]c2c1 (centres undefined)
 : i	6.6	15.3%	-6.7	-4.9	i	22.2	-5.7%	-0.2%	4.5%	-0.3%	·	·
O=C(O)c1ccc(NS(=O)(=O)c2cccc(S(=O)(=O)c3ccc(Cl)c(Cl)c3)c2)cc1
 : i	2.2	6.1%	·	·	i	38.0	6.7%	0.3%	1.0%	-0.1%	·	·
COc1ccccc1NC(=O)CSc1nnc(CNC(=O)c2ccccc2F)o1
 : i	0.2	-10.6%	·	·	i	31.6	7.6%	0.6%	4.7%	-0.2%	·	·
O=C(c1cc([N+](=O)[O-])ccc1Cl)N1CCN(c2ccc([N+](=O)[O-])cc2)CC1
 : i	0.1	5.0%	1.8	12.7	i	50.4	-13.0%	1.1%	6.3%	-1.9%	0.6	920
Cc1ncc([N+](=O)[O-])n1CC(=O)Nc1cc(Cl)ccc1Cl
 : i	0.5	9.4%	·	·	i	25.0	-6.4%	-0.6%	21.6%	-1.0%	·	·
CCS(=O)(=O)c1nc(S(=O)(=O)c2ccc(C)cc2)c(NCCN2CCOCC2)s1
 : i	1.4	6.1%	·	·	i	33.4	-5.6%	1.8%	8.3%	-0.1%	·	·
CCOC(=O)C(CC)/C(C)=N/NC(=O)c1ccc([N+](=O)[O-])cc1 (centres undefined)
 : i	4.8	15.5%	11.5	22.9	i	42.7	-4.0%	-0.8%	5.6%	0.5%	2.6	1299
O=S(=O)(c1ccc(SCc2cccc(Cl)c2)nc1)N1CCCC1
 : i	0.6	2.5%	·	·	i	8.1	·	5.2%	·	·	·	·
O=C(CSCc1ccccc1)Nc1cc([N+](=O)[O-])ccc1F
 : i	0.1	-7.9%	-7.4	-17.2	i	49.9	-3.9%	6.4%	25.9%	1.6%	-6.5	1107
COc1cccc(N/C(SCc2ccccc2Cl)=C(/C#N)C(=O)NCc2cccs2)c1
 : i	0.5	-7.1%	14.9	8.5	i	39.8	13.8%	8.3%	1.0%	-1.4%	·	·
